Jurkat viability – cytotoxicity toward Jurkat cells; Jurkat E6.1 viability, ATP luminescence, 48 h; inhibition, % at 4 µM; 56,000 tested, 1.2% active; AID 463;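 active = inhibition above the mean inhibition of all tested compounds plus 3 SD, cut at about 28% in these data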
5HT1E antag – blocks the human 5-HT1E serotonin receptor. P28566. inhibition, % at 6 µM. 65,000 tested, 0.99% active. CHO 5-HT1E Ga15 NFAT-bla reporter, FRET, antagonist. AID 571;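 active = inhibition above a set limit, the mean inhibition across every tested compound plus 3 SD, cut at about 29% in these data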;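 also: signal is the 460 over 535 nm emission ratio of beta-lactamase substrate; 0% = agonist plus DMSO wells and 100% = wells without agonist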
S1P1 ag pot – agonists and agonism potentiators of human S1P1 receptor; P21453; S1P1 CRE-bla cells, forskolin, beta-lactamase FRET, potentiator mode; S1P1 agonist co-added at EC20, 2 nM; 100% = saturating reference agonist, 0% = basal; activation, % at 9.5 µM; 56,000 tested, 0.57% active; AID 449;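 active = activation above a cutoff set at the mean activation of all tested compounds plus 3 SD, cut at about 54% in these data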;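 also: forskolin at 4 µM as EC80 and the EC20 agonist is SEW2871; 100% = SEW2871 at its EC100 plus forskolin at EC80; some compounds past the cut are filed as inactive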
5HT1a ag – agonists of human 5-HT1a serotonin receptor | 65,000 tested, 0.56% active | activation, % at 10 µM | CHO 5-HT1a Ga15 NFAT-bla reporter, FRET ratio; 0% basal, 100% maximal reference agonist;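 active = activation above the screen-wide mean activation plus 3 SD, cut at about 19% in these data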;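 also: 0% = DMSO wells and 100% = 5-CT at EC100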
Target sequence (P08908 whole entry, looked up): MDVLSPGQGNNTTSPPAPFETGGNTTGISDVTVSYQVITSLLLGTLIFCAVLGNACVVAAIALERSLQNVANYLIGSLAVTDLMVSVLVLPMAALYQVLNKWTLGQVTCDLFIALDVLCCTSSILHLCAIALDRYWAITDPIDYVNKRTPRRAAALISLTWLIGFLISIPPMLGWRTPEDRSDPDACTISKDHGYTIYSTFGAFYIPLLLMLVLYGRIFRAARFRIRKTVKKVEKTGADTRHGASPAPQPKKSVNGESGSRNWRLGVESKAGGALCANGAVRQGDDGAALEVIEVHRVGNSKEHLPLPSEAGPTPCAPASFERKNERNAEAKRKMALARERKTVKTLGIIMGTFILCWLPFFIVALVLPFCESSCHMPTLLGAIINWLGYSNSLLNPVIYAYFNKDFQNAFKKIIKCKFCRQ
M1 antag – antagonists of rat M1 muscarinic receptor | CHO-M1 cells, Fluo-4 calcium, ACh EC80 antagonist mode; stronger effect = lower value | B-score at 10 µM | 64,000 tested, 3.4% active | AID 628;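 active = calcium fluorescence response, raw or row-and-column corrected B-score, differing from the plate sample mean either way at a set confidence level, mostly lower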
Target sequence (P08482 whole entry, looked up): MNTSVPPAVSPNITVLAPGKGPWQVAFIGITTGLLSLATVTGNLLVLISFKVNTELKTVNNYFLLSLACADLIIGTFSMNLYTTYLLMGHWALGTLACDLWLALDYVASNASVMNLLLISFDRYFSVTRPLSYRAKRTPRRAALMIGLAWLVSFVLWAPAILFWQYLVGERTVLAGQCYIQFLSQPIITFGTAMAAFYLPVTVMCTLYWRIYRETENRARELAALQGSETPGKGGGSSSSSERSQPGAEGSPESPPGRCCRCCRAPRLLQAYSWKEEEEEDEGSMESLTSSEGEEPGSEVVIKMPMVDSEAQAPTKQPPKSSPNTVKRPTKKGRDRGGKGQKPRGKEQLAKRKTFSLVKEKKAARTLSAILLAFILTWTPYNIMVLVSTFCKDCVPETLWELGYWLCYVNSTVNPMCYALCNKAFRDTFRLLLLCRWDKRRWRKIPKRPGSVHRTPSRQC
5HT1E ag – activates the human 5-HT1E serotonin receptor; P28566; CHO 5-HT1E Ga15 NFAT-bla reporter, FRET; 0% DMSO wells, 100% control agonist wells; activation, % at 6 µM; 65,000 tested, 0.69% active; AID 574;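 active = activation above a set limit, the screen-wide mean activation plus 3 SD, cut at about 8.5% in these data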;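 also: 100% = positive control agonist at 1 µM giving full maximal response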
5-HT1A blocker – 5-HT1a (human) receptor antagonism; P08908; CHO 5-HT1a Ga15 NFAT-bla reporter, antagonist mode; inhibition, % at 10 µM; 62,000 tested, 0.68% active; AID 612;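 active = inhibition above the mean of all tested compounds plus 3 SD, cut at about 43% in these data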;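 also: receptor stimulated by 5-CT agonist at 100 nM near EC80; beta-lactamase reporter measured by ratiometric fluorescence of a cleavable substrate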
M1 ag – activates the M1 muscarinic receptor; CHO-M1 cells, Fluo-4 calcium fluorescence, agonist mode; stronger effect = higher value; B-score at 10 µM; 64,000 tested, 3% active; AID 626;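 active = fluorescence rise, raw or as B-score row- and column-corrected plate score, outside the 99.7% band of its plate's samples, either direction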
S1P3 agonist – S1P3 (human) receptor agonism | Q99500 | S1P3 NFAT-BLA reporter cells, FRET ratio; relative to 1 µM S1P, basal subtracted | activation, % at 4.5 µM | 60,000 tested, 0.1% active;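 active = activation above the screen-wide mean plus 3 SD, cut at about 4.5% in these data, passing the limit was not always enough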; also: some compounds called inactive have numbers as strong as hits
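Assay system: CHO cells stably expressing human S1P3, Gα16 and NFAT-β-lactamase reporter. Timing: overnight plating, 4 h compound 37 °C, 2 h substrate RT. Signal: β-lactamase FRET emission ratio 460/535 nm. Measure: percent activation versus median 1 µM S1P response, basal-subtracted, per plate. Repeats: primary screen single test, confirmation screen in triplicate.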
* = called active by the depositor; · = not tested or not shown.

SMILES	Jurkat viability	5HT1E antag	S1P1 ag pot	5HT1a ag	M1 antag	5HT1E ag	5-HT1A blocker	M1 ag	S1P3 agonist
CCOCCn1cnc2sc(C(=O)NCC(=O)OCC)c(C)c2c1=O	2	3	-34	-2.1	-0.035	0.3	-14	-0.4	1.0
COc1cc(C2C(=O)N(C3CCCC3)CC(=O)N2Cc2ccco2)ccc1OC(C)C (configuration not stated)	·	0	·	0.4	-0.42	-0.6	3	0.042	·
CCSc1nc2c(c(=O)n1Cc1ccccc1)SC(C)C2 (configuration not stated)	8	5	3	1.1	-3.7*	0.2	10	1.1	-0.9
Cc1cc(NC(=O)CCc2ccc(C)o2)no1	-6	-2	-30	0.8	0.31	0.7	-11	-0.15	0.2
Cc1ccc(C2CC(C(F)(F)F)n3ncc(C(N)=O)c3N2)cc1 (configuration not stated)	·	-9	8	1.1	0.69	0.2	·	0.52	-3.1
Cc1n[nH]c(C)c1C(=O)CC1(O)C(=O)N(CCc2ccccc2)c2ccc(Cl)cc21 (configuration not stated)	-2	-1	2	-0.3	0.14	1.7	5	0.11	-0.4
O=C(NC(NC1CCS(=O)(=O)C1)C(=O)c1ccccc1)c1ccc(Cl)cc1 (configuration not stated)	-6	5	-1	1.6	-0.064	-0.6	6	-0.088	-0.2
c1ccc(CSc2nnc(-c3cccs3)o2)cc1	-1	3	70	-1.8	-1.9	-0.7	-13	0.048	1.7
CC(C)n1c(NCc2cccs2)nc2ccccc21	-2	-8	-13	-2.6	-0.03	0.8	6	0.52	-0.1
Cc1ccc(C)c(NC(=O)CSc2nnc(-c3ccccc3)n2N)c1	·	6	·	1.1	-0.12	-1.3	-3	0.39	·
CCOC(=O)c1ccc(N2C(=O)CC(NC3CCN(C(=O)c4ccc(F)cc4)CC3)C2=O)cc1 (configuration not stated)	0	-1	-20	-0.1	-0.26	0.9	-8	-0.075	-0.6
CC1CCC(C(=O)NC(C(=O)N2CCC(N3CCCCC3)CC2)C(C)C)CC1 (configuration not stated)	-4	-1	9	-0.7	0.14	-0.5	8	-1.1	-0.9
S=C(c1ccc(N2CCCC2)cc1)N1CCCCC1	5	4	·	-1.4	-0.5	0.2	-12	0.3	-0.4
CCOC(=O)N1CCN(C(=O)c2cc3c(=O)n(C)c4ccccc4c3n2C)CC1	-6	-4	-22	1.4	-0.82	0.9	-11	0.4	0.5
COc1cc(OC)cc(C(=O)Nc2cccc(NC(C)=O)c2)c1	1	1	·	-0.8	-3.6*	-0.3	11	-0.81	-0.4
NC(=O)C1CCCN(S(=O)(=O)c2ccc(Br)cc2)C1 (configuration not stated)	0	13	10	-1.2	0.078	-0.2	-3	0.42	-0.8
O=C(NCc1ccco1)c1cc(S(=O)(=O)N2CCOCC2)ccc1Cl	-5	3	2	-1.7	·	-1.1	-3	·	-0.8
COc1ccc(OC)c(S(=O)(=O)N(C)CC(=O)N2CCN(c3ccc(F)cc3)CC2)c1	8	1	·	0.7	0.39	0.3	-8	0.71	-1.0
CCCn1cc(S(=O)(=O)CC(=O)Nc2ccc(OCC)cc2)c2ccccc21	·	5	·	-4.0	-0.53	0.2	1	0	·
O=C(c1ccccc1F)N1CCC(N2CCCCCC2)CC1	·	5	15	-0.7	-2.2	-1.4	·	0.49	-2.5

Two compounds picked at random from the list so far, as already listed:
SMILES	Jurkat viability	5HT1E antag	S1P1 ag pot	5HT1a ag	M1 antag	5HT1E ag	5-HT1A blocker	M1 ag	S1P3 agonist
O=C(NCc1ccco1)c1cc(S(=O)(=O)N2CCOCC2)ccc1Cl	-5	3	2	-1.7	·	-1.1	-3	·	-0.8
CCOC(=O)N1CCN(C(=O)c2cc3c(=O)n(C)c4ccccc4c3n2C)CC1	-6	-4	-22	1.4	-0.82	0.9	-11	0.4	0.5

Returning to the listing, starting five compounds before the break.
SMILES	Jurkat viability	5HT1E antag	S1P1 ag pot	5HT1a ag	M1 antag	5HT1E ag	5-HT1A blocker	M1 ag	S1P3 agonist
NC(=O)C1CCCN(S(=O)(=O)c2ccc(Br)cc2)C1 (configuration not stated)	0	13	10	-1.2	0.078	-0.2	-3	0.42	-0.8
O=C(NCc1ccco1)c1cc(S(=O)(=O)N2CCOCC2)ccc1Cl	-5	3	2	-1.7	·	-1.1	-3	·	-0.8
COc1ccc(OC)c(S(=O)(=O)N(C)CC(=O)N2CCN(c3ccc(F)cc3)CC2)c1	8	1	·	0.7	0.39	0.3	-8	0.71	-1.0
CCCn1cc(S(=O)(=O)CC(=O)Nc2ccc(OCC)cc2)c2ccccc21	·	5	·	-4.0	-0.53	0.2	1	0	·
O=C(c1ccccc1F)N1CCC(N2CCCCCC2)CC1	·	5	15	-0.7	-2.2	-1.4	·	0.49	-2.5
Cn1nnnc1SCC(=O)NC(=O)Cc1ccccc1	4	2	-16	-2.0	-0.048	0.2	3	0.059	-1.0
CCn1c(SCC(=O)N2CCCc3ccccc32)nc2ccccc2c1=O	3	7	2	3.8	0.44	0.7	-1	3.1*	0.3
CC(=O)N1CCN(c2nc3cc4c(cc3nc2NS(=O)(=O)c2ccccc2)OCCO4)CC1	-2	5	11	-0.5	0.11	1.2	-5	0.16	-0.1
COc1ccc(S(=O)(=O)N(Cc2cccs2)C2CCCC2)cc1	5	3	-5	-0.2	0.18	-1.4	7	1.4	-0.8
Cc1cc(OCn2ccc(C(=O)O)n2)ccc1Cl	2	1	-3	0.1	-0.0056	-0.7	-18	0.5	-0.3
O=C1Nc2ccccc2C(O)(C(=O)N2CCCCC2)N1c1ccccc1 (configuration not stated)	-6	4	-30	0.4	·	-0.5	-18	·	-0.6
CCSC1=C(C#N)C2(CCCCC2)C(C#N)C(=O)N1 (configuration not stated)	-3	8	-17	-1.4	-0.0043	0.0	4	-0.23	-1.5
Cc1cc(C)n(-c2nc3c(c(=O)[nH]c(=O)n3C)n2C(C)C)n1	-10	0	4	-0.2	0.73	0.7	-1	-0.044	-0.2
CN(CC(=O)Nc1sccc1C#N)C1CCCCC1	-4	4	8	-0.8	0.19	-0.2	7	0.35	-0.8
CC(c1cccnc1)N(C(=O)Nc1ccccc1)C1CCCCC1 (configuration not stated)	-1	-6	-16	-2.4	0.12	0.8	-5	-0.26	0.8
COc1ccc(CNC(=O)c2cc3c(=O)n4ccccc4nc3n(CC3CCCO3)c2=N)cc1 (configuration not stated)	8	7	-26	0.7	-1.3	1.1	23	0.0062	0.8
c1ccc2c(-c3nc4ncccc4o3)cccc2c1	2	5	21	-0.5	0.36	-0.8	25	1.4	-0.6
Cc1ccc(C)c2[nH]c(=O)c(CCNC(=O)CC(C)(C)C)cc12	5	15	-5	-0.8	0.38	0.4	-15	-0.33	-0.5
COCCn1c(SCC(=O)Nc2nc(C)c(Cl)cc2Cl)nc2ccccc21	16	25	4	-2.9	0.54	-0.4	5	-0.54	-0.3
CCOc1ccc(N2C(=O)c3ccccc3C2O)cc1 (configuration not stated)	-4	11	4	5.7	-0.68	-0.5	6	-0.95	-0.8
CCOc1ccccc1N1CC(C(=O)Nc2nccs2)CC1=O (configuration not stated)	-2	-5	·	0.1	0.56	1.1	-4	-0.7	0.1
CC(C)Cc1nc(N2CCN(C(=O)Cc3ccccc3)CC2)c(C#N)c2c1COC(C)(C)C2	·	6	-7	-0.8	-0.077	-0.8	·	-0.42	-1.6
Cc1cc(C)n2nc(C(=O)NCc3ccco3)nc2n1	-1	-7	-8	0.4	0.46	-0.3	-13	0.076	-0.2
CCCn1c(SCC(=O)Nc2ccccc2-c2ccccc2)nnc1-c1ccoc1C	-10	-12	25	0.3	-1.9	-0.1	16	0.24	0.6
COc1ccc(OC)c(C2C(C(=O)Nc3ccccc3OC)=C(C)Nc3nc(CCCO)nn32)c1 (configuration not stated)	-6	1	-18	-2.3	0.54	0.3	3	0.39	-0.3
CCOC(=O)c1oc2ccc3c(c2c1C)C(=O)CC1(CCN(C(=O)OCC)CC1)O3	2	-10	-10	-2.3	-0.55	0.0	12	2.3	-0.9
COC(=O)C1C(=O)C2=C(CC1C)NC(C)=C(C(=O)OC(C)C)C2c1ccc(OC)c(O)c1 (configuration not stated)	-7	-12	-48	-2.4	0.34	-0.4	-6	-0.54	-0.3
Cc1sc2nc(SCC(=O)N3CCCC3)[nH]c(=O)c2c1C	-1	-8	-40	-1.8	0.056	-0.1	-5	0.16	-0.8
COc1ccc(C2CC(C(F)(F)F)n3nc(C(=O)NCCCn4ccnc4)cc3N2)cc1OC (configuration not stated)	-2	-9	·	0.7	0.18	0.3	-290	0.66	0.5
NC(=O)c1ccsc1NC(=O)COC(=O)c1ccccc1NCc1ccco1	-6	1	-11	0.6	-0.76	-0.3	-17	-0.32	-0.5
CCOc1ccc(/C(O)=C2/C(=O)C(=O)N(CCOCCO)C2c2ccc(F)cc2)cc1 (configuration not stated)	0	3	7	4.8	0.49	0.0	-26	-0.0062	-0.8
COc1ccccc1-c1cc(C(=O)NCc2ccc(F)cc2)no1	-4	4	16	-2.8	0.12	0.1	8	1	-1.1
COc1ccccc1S(=O)(=O)Cc1ccc(C(=O)NC2CCCCC2)o1	0	-1	3	-1.4	-0.26	0.1	-4	-0.52	-0.3
CN(C)c1ccc(C(=S)N2CCOCC2)cc1Br	-2	4	1	-1.0	-0.049	-1.3	12	-0.094	-2.1
CCn1c(SCC(=O)Nc2nc3ccccc3s2)nc2c(c1=O)SC(C)C2 (configuration not stated)	11	-11	46	0.4	-1.1	-0.7	-16	2.3*	-0.1
CC1CC(C)CN(CCCNC(=O)c2ccc3c(c2)NC(=O)C(N2CCCCC2)S3)C1 (configuration not stated)	0	-2	-28	-2.7	-0.88	0.3	-8	-0.02	-0.5
COc1ccc(C)cc1NC(=O)CN1CCN(S(=O)(=O)c2ccc(Cl)cc2)CC1	0	-3	-30	-1.5	0.48	-0.2	-3	0.26	-0.7
CC(=O)N1CCN(c2ccc(NC(=O)c3ccc4c(c3)OCCO4)cc2)CC1	-4	-2	-13	0.2	-0.8	-0.1	2	0.37	-0.8
O=C(Cc1c(F)cccc1Cl)Nc1cccnc1	14	10	-27	-1.6	-0.052	-0.5	3	-0.3	-0.6
c1ccc(N2CCN(c3ncnc4c3oc3ccccc34)CC2)cc1	4	7	61*	-0.9	-0.14	1.2	-9	-0.11	-0.6
COc1ccc(-c2cc3n(n2)CCc2nc4ccccc4n2-3)cc1	0	-12	-50	0.1	-0.54	1.4	-11	-0.076	-0.3
O=C(c1cc2ccccc2oc1=O)N1CCN(C(=O)C2CCCO2)CC1 (configuration not stated)	2	1	24	4.2	0.3	0.7	9	0.12	-0.6
C=CCSc1[nH]c(=O)cc(C)c1C(N)=O	5	-3	·	-3.0	-0.18	0.0	6	0.94	0.1
Cc1cc(N2CCN(C(=O)c3ccco3)CC2)n2ncc(-c3ccccc3)c2n1	3	1	17	0.9	-0.43	1.6	5	-0.35	-1.0
CC1CCN(S(=O)(=O)c2ccc(NC(=O)CSc3ncccc3C(=O)O)cc2)CC1	1	-6	-30	-1.8	-0.094	-1.1	15	0.28	-0.8

Screens deposited in PubChem BioAssay by several laboratories.
